Assay outcomes from PubChem.
NOD1 NF-kB reporter = NOD1 signaling inhibitors, primary screen, cell-based, luminescence, uHTS (AID 1578); NOD1-driven NF-kB luciferase reporter cells, luminescence; higher % means a stronger effect; inhibition, % at 4 µM; hits with a dose series show EC50 in µM; 290,000 tested, 1% active; in the data active = inhibition mostly above about 36%, no sharp cut-off; inactive = mostly below about 34%;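 note: HEK-293T reporter cells stimulated with the NOD1 agonist gamma-tri-DAP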
West Nile virus CPE = West Nile virus antiviral activity, cell-based, CPE readout (AID 1621) | CPE inhibition, % at 10 µM, or IC50 in µM where a hit was titrated | West Nile virus-infected cells, CPE inhibition; higher % means a stronger effect | 290,000 tested, 0.02% active; in the data active = a potency from the dose series; inconclusive = CPE inhibition mostly from about 3.7% at the one dose, without a potency; inactive = the rest, 99 in 100 with CPE inhibition below about 2.2%; note: strong numbers were not always called active
HIV peptide binding = inhibitors of HIV fusion peptide binding, primary screen, biochemical, uHTS, fluorescence dequenching (AID 1986) | cell-free peptide binding, fluorescence dequenching, 30 min; higher % means a stronger effect | inhibition, % at 20 µM, or IC50 in µM where a hit was titrated | 290,000 tested, 0.3% active; in the data active = inhibition mostly above about 52%, no sharp cut-off; inactive = mostly below about 76%; note: some results filed as inactive read as strong as hits
AID2073 = inhibitors of Mint1-CaV2.2 protein interaction, biochemical, HTRF (AID 2073); HTRF protein-protein interaction, Mint1-CaV2.2; higher % means a stronger effect; inhibition, % at 20 µM, or IC50 in µM where a hit was titrated; 290,000 tested, 0.19% active; in the data active = inhibition mostly above about 51%, no sharp cut-off; inconclusive = no clear call, values can overlap the other calls; inactive = mostly below about 53%; note: some results filed as inactive read as strong as hits
NOD2 inhibition = NOD2 signaling inhibitors, cell-based, luminescence, uHTS, HEK293 (AID 1566); HEK293 NOD2/NF-kB luciferase reporter, luminescence; higher % means a stronger effect; inhibition, % at 4 µM; hits with a dose series show EC50 in µM; 290,000 tested, 0.63% active; note: many of its hits are not listed in these tables
NS5 inhibitors = Dengue-2 NS5 methyltransferase inhibitors, primary screen, biochemical, confirmation dose response (AID 588689); Genome polyprotein (Dengue virus type 2 (strain 16681-PDK53)); Dengue-2 NS5 methyltransferase capping enzyme assay, biochemical; higher % means a stronger effect; inhibition, % at 25 µM, or IC50 in µM where a hit was titrated; 340,000 tested, 0.3% active; in the data active = a potency from the dose series; inconclusive = inhibition above about 29% without an active follow-up result
KOR beta-arrestin-1 = KOR agonists, beta-arrestin recruitment, primary screen, cell-based, luminescence, uHTS (AID 1777). 280,000 tested, 0.02% active. activation, % at 10 µM; hits with a dose series show EC50 in µM. Kappa-type opioid receptor (Homo sapiens). KOR beta-arrestin recruitment, luminescence; higher % means a stronger effect; in the data active = activation above about 50%, passing the limit was not always enough; note: a part of the inactive calls stands beside numbers as strong as those of hits
Yfh1-depleted yeast = enhancers of respiration in Yfh1-depleted yeast, dose response, Friedreich's ataxia, plus single-dose screen (AID 1465) | S. cerevisiae Yfh1-off respiration, WST-1 reduction, 72 h; higher fold induction means a stronger effect | fold induction at 50 µM; hits with a dose series show EC50 in µM | 220,000 tested, 0.074% active;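 active = fold induction of absorbance versus untreated yeast above a set limit, then at least 30% activation at any dose in follow-up; inconclusive = repeats straddling the limit, or above it without dose testing; inactive = fold induction below the set limit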;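 note: activators that raise dye reduction in frataxin-depleted yeast; strong numbers were not always called active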
KOR beta-arrestin-2 = KOR antagonists, beta-arrestin recruitment, cell-based, luminescence, uHTS (AID 1778) | one-dose inhibition, % at 10 µM; IC50 in µM for titrated hits | Kappa-type opioid receptor (Homo sapiens) | KOR beta-arrestin recruitment, luminescence, antagonist mode; higher % means a stronger effect | 290,000 tested, 0.091% active; note: strong numbers were not always called active
NS5 inhibitors pilot replicate = also measured in NS5 inhibitors; calls as there; inhibition, %; measured here: pilot screen replicate inhibition
Starred values were filed as active, the others as inactive; i = inactive; ? = inconclusive; · = not tested or not shown; [ ] = dose if it differs, or a comment. Cut-off read from the data, not from the text of the source, unless noted: active = inhibition above about 50%; inactive = the rest.

SMILES | NOD1 NF-kB reporter | West Nile virus CPE | HIV peptide binding | AID2073 | NOD2 inhibition | NS5 inhibitors | KOR beta-arrestin-1 | Yfh1-depleted yeast | KOR beta-arrestin-2 | others
COc1ccccc1N1CCN(C2CCCN(C(=O)CCC(C)=O)C2)CC1 (configuration not stated) | -21% | -1.1% | 0.0% | 0% | -17% | 0% | -4.1% | · | 10%[20 µM]
O=C(COC(=O)c1ccccc1-c1ccccc1[N+](=O)[O-])c1ccccc1 | -20% | -0.5% | 0.0% | 4% | -1% | 3% | 4.9% | i | -35%
Cc1ccc(NC(=O)CN2C(=O)c3ccccc3C2=O)cc1 | -34% | 0.9% | -1.1% | -4% | 1% | -2% | -3.5% | · | -26%[20 µM]
Cc1ccc(-c2cn3c(=S)[nH]nc3s2)cc1 | 8% | · | 2.1% | -19% | 5% | -5% | 1.7% | · | 10%
Cc1ccccc1NC(=S)NCc1ccc2[nH]c3c(c2c1)CCCC3 | 40% | · | -1.7% | -5% | 8% | 5% | 3.4% | · | -36%
CCCCCCn1c(SCCCC)nc2c1c(=O)[nH]c(=O)n2C | -1% | -0.1% | -3.0% | 1% | 27% | 4% | -4.5% | i | 5%
O=C(NC(=S)NCCO)c1cn(-c2ccccc2)nc1-c1ccccc1 | -8% | 0.1% | -2.3% | 8% | -3% | -6% | -5.6% | i | -8%
CCn1c2ccccc2c2cc(NC(=O)CC(C)=O)ccc21 | -25% | -0.6% | 1.0% | 8% | -3% | -3% | 8.8% | i | -17%
O=C(NC(=Nc1nc2ccccc2o1)NC(=O)c1ccccc1)c1ccccc1 | -38% | -0.6% | -1.0% | 5% | -16% | -6% | -0.3% | i | -13%
CN(C)/C=N/S(=O)(=O)c1cccn1-c1ncc(C(F)(F)F)cc1Cl | -24% | 0.2% | 1.0% | 6% | -11% | -5% | 1.1% | i | -49%[20 µM]
O=C(Nc1ccc(Cl)c(Cl)c1)Nc1ccon1 | -7% | -0.3% | 3.1% | -6% | -44% | -3% | 6.2% | · | -37%
O=[N+]([O-])c1ccc(O)c(C2=NNC(c3ccccc3F)C2)c1 (configuration not stated) | -12% | -1.2% | 5.0% | -1% | -40% | 9% | -1.5% | i | 8%
CCN(CC)S(=O)(=O)c1cc(C(=O)Oc2cccc(-c3cnc4ccccc4n3)c2)ccc1OC | -34% | -1.1% | 1.7% | 0% | -27% | -5% | 1.1% | i | 22%
O=C(CSc1ncnc2scc(-c3ccccc3)c12)Nc1ccc(C(=O)O)cc1 | 25% | 0.3% | 8.5% | 3% | 2% | 5% | 3.9% | i | -16%
COc1ccc(-c2nnc(SCc3cccc(C#N)c3)o2)cc1 | -13% | -1.1% | -1.9% | 4% | 2% | 1% | 0.7% | i | 0%
CN(C)NC1=CC(=[N+]2CCCC2)CC(C)(C)C1 | -7% | 0.3% | -1.7% | -9% | 7% | -3% | -1.3% | i | -6%
CC1CCN(C(=O)Cn2c(=O)n(CCc3ccccc3)c(=O)c3ccccc32)CC1 | 7% | 0.3% | -0.1% | 0% | -6% | -2% | -6.9% | i | -1%
COc1ccc(CNc2nc(-c3cccnc3)nn2C(C)=O)cc1 | 29% | 0.1% | -0.7% | -3% | 19% | 6% | 6.2% | i | 6%
Cc1ccc2[nH]c(CNC(=O)c3ccccc3F)cc2c1 | -32% | -1.6% | 1.6% | 12% | -5% | 8% | 2.4% | · | 6%
COC(=O)C1CCN(C(=O)CCC2CCCCC2)CC1 | -34% | 0.1% | 1.2% | 3% | -8% | 0% | 3.4% | i | -12%

Quoted at random: four compounds from above
SMILES | NOD1 NF-kB reporter | West Nile virus CPE | HIV peptide binding | AID2073 | NOD2 inhibition | NS5 inhibitors | KOR beta-arrestin-1 | Yfh1-depleted yeast | KOR beta-arrestin-2 | others
COC(=O)C1CCN(C(=O)CCC2CCCCC2)CC1 | -34% | 0.1% | 1.2% | 3% | -8% | 0% | 3.4% | i | -12%
COc1ccc(CNc2nc(-c3cccnc3)nn2C(C)=O)cc1 | 29% | 0.1% | -0.7% | -3% | 19% | 6% | 6.2% | i | 6%
O=[N+]([O-])c1ccc(O)c(C2=NNC(c3ccccc3F)C2)c1 (configuration not stated) | -12% | -1.2% | 5.0% | -1% | -40% | 9% | -1.5% | i | 8%
O=C(Nc1ccc(Cl)c(Cl)c1)Nc1ccon1 | -7% | -0.3% | 3.1% | -6% | -44% | -3% | 6.2% | · | -37%

New compounds follow:
SMILES | NOD1 NF-kB reporter | West Nile virus CPE | HIV peptide binding | AID2073 | NOD2 inhibition | NS5 inhibitors | KOR beta-arrestin-1 | Yfh1-depleted yeast | KOR beta-arrestin-2 | others
COc1ccc2[nH]c3ccccc3c2c1 | -24% | · | -3.0% | 4% | 3% | 8% | 6.8% | · | -39%
Cc1cccc(C)c1OCC(=O)NCc1nnc(SCC(=O)NC2CCCCC2C)n1C (configuration not stated) | -11% | -1.0% | -1.0% | -8% | 8% | -4% | -3.1% | i | 37%
CCOc1ccc(CCNC(=O)c2cc3sccc3n2CC)cc1OCC | 50%* | -0.3% | -2.6% | -6% | 13% | 0% | 5.6% | i | -35%
Cc1cccnc1NC(=S)NCc1ccco1 | -4% | 0.2% | -2.4% | ? | 17% | -8% | 1.1% | i | -1%
COC(=O)C1C2C=CC(C3CC23)C1C(=O)OCC(=O)c1ccccc1 (configuration not stated) | 4% | -0.5% | -2.0% | -3% | -11% | -7% | -1.2% | i | -3%
Cc1cc(C)n(CC(=O)NCc2ccccc2)c(=O)c1C#N | -21% | 2.4% | -1.4% | 0% | 8% | -6% | -0.5% | · | -64%[20 µM]
Cc1ccc(-n2c(N)c(S(=O)(=O)c3ccccc3)c3nc4ccccc4nc32)cc1 | -5% | -0.8% | 1.6% | 24% | 0% | 4% | -0.6% | i | 11%
COc1ccc(C2N(c3ccc(OC)cc3)C(=O)C3CCCN32)cc1 (configuration not stated) | -22% | 0.0% | 1.1% | 6% | 8% | -4% | -1.1% | i | -10%
COc1ccc(-c2noc3c2-c2nc(-c4c(F)cccc4F)sc2CC3)cc1 | 23% | 0.1% | 2.5% | -4% | 5% | -1% | -2.1% | · | 12%[20 µM]
[N-]=[N+]=NC1CC(CO)OC1n1ccc(=O)[nH]c1=O (configuration not stated) | -12% | 0.4% | -1.0% | 9% | -4% | 6% | -5.5% | · | 16%
O=C(c1cccc(C(F)(F)F)c1)N1CCN(C2CCCCC2)CC1 | -31% | -0.8% | 1.1% | 11% | -12% | 0% | -3.7% | i | 18%
CCOC(=O)C(=O)NNc1cccc(C)c1C | -36% | 0.5% | 1.2% | -10% | -46% | -3% | -2.8% | i | -8%
COc1ccc(C(=O)N2CCN=C2c2ccccc2)cc1OC | -1% | 0.0% | -1.7% | 0% | 8% | -2% | -4.5% | · | 6%
COCCCNC(=O)CSc1nc2sc(C(=O)OC)c(C)c2c(=O)n1N | -21% | -0.6% | 1.8% | 18% | -5% | -4% | -0.3% | i | -4%
CC(C)(C)NC(=O)COC(=O)c1cc(S(=O)(=O)N2CCCCC2)ccc1N1CCOCC1 | -30% | 0.2% | 0.1% | 22% | -20% | 2% | 0.9% | · | -21%
Cc1ccc(Cl)cc1NC(=O)CCC(=O)O | -1% | 0.3% | -0.9% | -4% | 14% | 1% | 1.4% | i | 24%
O=C(N1CCOCC1)N1c2ccccc2CC(N2CCOCC2)c2ccccc21 (configuration not stated) | 15% | -0.2% | -2.6% | 13% | -10% | 1% | -2.2% | i | -75%
Cc1cc(=O)n(C)c(=O)n1CCCCCN1CCCC1 | -20% | -0.3% | 3.5% | -8% | -1% | -1% | 1.5% | i | -9%
Cc1c(NC(=S)N/N=C/C=C/c2ccccc2)c(=O)n(-c2ccccc2)n1C | -6% | 0.0% | -0.6% | -4% | -14% | -5% | -0.3% | i | 1%
Cc1nnc(SCC(=O)N/N=C/c2cn(-c3ccccc3)nc2-c2ccc(F)cc2)n1-c1ccccc1 | -136% | -0.1% | -2.0% | 9% | 8% | 1% | 1.5% | i | 20%
CC1=CCP(=O)(c2ccccc2)C1 (configuration not stated) | -13% | 0.5% | 3.9% | 6% | 4% | 3% | -3.2% | i | -13%
CN1CCN(S(=O)(=O)c2cc([N+](=O)[O-])ccc2N/N=C/c2ccc(Cl)cc2)CC1 | -25% | -1.0% | 1.8% | 10% | 13% | -3% | 32% | i | -31%
CCOC(=O)c1[nH]c(C)c(C(=O)Nc2ccc3c(c2)OCCO3)c1C | 5% | 1.5% | 0.8% | 10% | -20% | 4% | 9.9% | i | -6%
COCCNC(=O)C(c1cccnc1)N(Cc1ccccc1)C(=O)Cn1nnc2ccccc21 (configuration not stated) | -36% | ? | 2.1% | 6% | -4% | -8% | -3.1% | i | 8%
COc1cccc(-c2noc(-c3ccc(Br)o3)n2)c1 | -21% | 0.2% | -0.5% | -5% | -87% | -11% | · | i | -10%[20 µM]
CCOC(=O)CSc1nnc(NC(=O)c2cccc(S(=O)(=O)N3CCCCCC3)c2)s1 | 0% | 0.0% | -1.3% | 20% | 10% | 0% | -1.3% | i | 3%
CCOC(=O)c1cnc(-n2nc(C)cc2C)nc1NCc1ccccc1 | 0% | 0.5% | -1.9% | 32% | -12% | -4% | 1.3% | i | 23% | NS5 inhibitors pilot replicate=-1.8
N#Cc1cc2ccccc2nc1SCC(=O)Nc1ccccc1N1CCOCC1 | -5% | · | 19% | 2% | 24% | 8% | -2.3% | · | 10%
CC1CCCN(C(C(=O)Nc2ccc(C(C)C)cc2)c2ccc3c(c2)OCO3)C1 (configuration not stated) | 15% | 0.1% | -0.1% | -7% | -7% | -2% | -7.9% | i | 29%
Cc1ccc(NC(=O)NCc2ccccn2)cc1Cl | -17% | 0.1% | -0.4% | -1% | 8% | -1% | 0.0% | · | 12%
S=C(NCc1cccs1)Nc1cccc(Cl)c1 | -34% | · | -0.9% | -10% | -14% | -8% | -2.5% | i | 11%
COc1ccc(NC(=O)C2=CC(c3ccc(OC)c(OC)c3)=NS(=O)(=O)N2C)cc1 | 22% | -1.1% | -3.2% | 6% | 48% | -3% | · | · | -46%[20 µM]
CSc1nc2[nH]ncc2c(=O)n1-c1ccccc1 | -10% | -0.4% | -1.2% | -12% | 18% | -1% | -3.2% | i | ·
Cc1nc(NCc2ccccn2)c2c3c(sc2n1)CCCC3 | -35% | -0.9% | -0.4% | 11% | 12% | -12% | · | i | -53%[20 µM]
O/N=C(/c1ccc(F)cc1)C1CC1c1c(F)cccc1Cl (configuration not stated) | -18% | -0.2% | 0.3% | 3% | -8% | -1% | -1.2% | · | 40%
CSCCC(NC(=O)OCc1ccccc1)C(=O)NCc1cccnc1 (configuration not stated) | -10% | 0.0% | -0.5% | 5% | -6% | -5% | -0.2% | · | -18%
O=C(CCC(=O)NC1CCCCCC1)Nc1nnc(C(F)(F)F)s1 | -18% | -0.7% | 2.9% | 0% | -1% | -1% | 5.9% | i | -8%

A portion of the library; rates above refer to the full screens.
